SIAE primary: human SIAE inhibitors, primary screen, biochemical, fluorescence polarization, FP-Rh probe, 1536-well HTS; inhibition, % at 9.66 µM; 0.69% of 370,000 active; Sialate O-acetylesterase (Homo sapiens), Q9HAT2; AID 1053197, 2014; SIAE FP-Rh probe binding;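 active means inhibition above a cutoff: mean of compounds within the control limits plus 3 SD of those, cut at about 17% in these data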;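 further: 0% = plate median of compound wells and 100% = probe without SIAE protein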
PRMT1 FP inh: PRMT1 methyltransferase inhibitors, primary screen, biochemical, fluorescence polarization; Protein arginine N-methyltransferase 1 (Homo sapiens), Q99873; recombinant PRMT1, activity-based probe fluorescence polarization; inhibition, % at 2.79 µM; 1.3% of 370,000 active; AID 652257, 2013;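 active means inhibition above about 21% made by adding two undisclosed values, limit read from the data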
HTRA1 inh: HTRA1 serine protease inhibitors, primary screen, biochemical, fluorescence polarization, HTS; Q92743; recombinant HTRA1, FP-rhodamine activity-based probe; inhibition, % at 5.96 µM; 0.5% of 340,000 active; AID 504803, 2011; in the data active means inhibition above about 36%;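 further: 0% = enzyme with DMSO and 100% = wells lacking enzyme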
mABHD4 FP: ABHD4 inhibitors, primary screen, biochemical, fluorescence polarization, mouse; (Lyso)-N-acylphosphatidylethanolamine lipase (Mus musculus), Q8VD66; purified mABHD4, FP-Rh probe fluorescence polarization; inhibition, % at 8.92 µM; 0.54% of 370,000 active; AID 720543, 2013;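 active means inhibition exceeding the mean over every tested compound plus 3 SD, cut at about 30% in these data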;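 further: 0% = plate median of compound wells and 100% = S159A mutant with DMSO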
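Doses – 8.92 µM, single dose · Material – wild-type mouse ABHD4 protein · Replication – single well per compound (singlicate) · Measure – percent inhibition of probe binding, normalized to plate controls · Schedule – 45 min compound pre-incubation plus 60 min probe step, 25 °C · Detection – fluorescence polarization with parallel and perpendicular emission, 525/598 nm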
TCR-CD3 inh: inhibitors of human TCR-CD3 interaction, primary screen, biochemical, fluorescence, TAMRA-labeled TCR probe | AID 651800, 2012 | 0.37% of 360,000 active | T-cell receptor (TCR) | inhibition, % at 9.4 µM; in the data active means inhibition above about 19%;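 further: recombinant mutant TCR 2C K166C tagged with TAMRA read by polarization; 0% = receptor in buffer alone and 100% = receptor with positive control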
GC-B act: human GC-B receptor activators, primary screen, HEK293 GC-B cells, cGMP TR-FRET, EC30 CNP | 0% at EC30 CNP, 100% saturating CNP | AID 1920062, 2024 | activation, % at 10 µM | 0.11% of 370,000 active;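 active means activation at 10 µM reaching about 35% in either raw or pattern-adjusted values, limit read from the data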
NPR1 activator: GC-A stimulated cGMP production enhancers – HEK293 GC-A cells, cGMP TR-FRET, EC30 ANP, primary screen; 0% at EC30 ANP, 100% saturating ANP; 0.14% of 370,000 active; AID 1671463, 2021; activation, % at 10 µM; in the data active means activation above about 40%
Target sequence (P16066 whole entry, looked up): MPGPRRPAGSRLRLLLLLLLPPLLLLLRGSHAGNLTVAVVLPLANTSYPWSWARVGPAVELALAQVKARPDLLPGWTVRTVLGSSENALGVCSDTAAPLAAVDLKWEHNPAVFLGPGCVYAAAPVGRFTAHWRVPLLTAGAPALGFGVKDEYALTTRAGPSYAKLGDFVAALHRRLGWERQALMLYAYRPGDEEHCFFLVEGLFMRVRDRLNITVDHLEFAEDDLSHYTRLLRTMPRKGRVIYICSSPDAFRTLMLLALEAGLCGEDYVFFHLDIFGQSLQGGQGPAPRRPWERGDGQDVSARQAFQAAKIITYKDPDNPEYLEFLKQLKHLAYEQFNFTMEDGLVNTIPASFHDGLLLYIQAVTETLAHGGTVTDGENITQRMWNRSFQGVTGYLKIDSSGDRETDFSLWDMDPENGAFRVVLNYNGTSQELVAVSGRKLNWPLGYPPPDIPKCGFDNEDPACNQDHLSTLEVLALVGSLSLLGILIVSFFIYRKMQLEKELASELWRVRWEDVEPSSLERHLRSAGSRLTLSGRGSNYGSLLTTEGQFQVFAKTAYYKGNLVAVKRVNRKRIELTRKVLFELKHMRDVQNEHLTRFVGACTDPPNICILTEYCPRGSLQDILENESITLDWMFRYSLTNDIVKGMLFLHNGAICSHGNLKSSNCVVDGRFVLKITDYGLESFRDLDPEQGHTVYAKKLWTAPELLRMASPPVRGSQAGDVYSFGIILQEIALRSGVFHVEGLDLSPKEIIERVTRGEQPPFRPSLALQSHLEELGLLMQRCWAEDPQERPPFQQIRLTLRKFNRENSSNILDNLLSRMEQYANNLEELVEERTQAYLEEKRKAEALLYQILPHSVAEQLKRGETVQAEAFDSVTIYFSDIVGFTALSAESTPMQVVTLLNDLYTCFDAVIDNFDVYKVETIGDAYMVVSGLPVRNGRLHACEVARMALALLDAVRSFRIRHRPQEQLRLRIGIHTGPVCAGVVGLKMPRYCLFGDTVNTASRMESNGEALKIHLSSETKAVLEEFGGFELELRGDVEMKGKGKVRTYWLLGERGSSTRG
MBD2 DNA inh: inhibitors of MBD2 binding to methylated DNA, primary screen, biochemical, TR-FRET, DNA-binding domain, human; 0.31% of 370,000 active; MBD2 binding to methylated oligonucleotide; Methyl-CpG-binding domain protein 2 (Homo sapiens), Q9UBB5; inhibition, % at 4.4 µM; AID 686964, 2013; in the data active means inhibition above about 13%
UHRF1 binding: UHRF1 methylated DNA binding inhibitors, primary screen, counter-screen for MBD2 inhibitor project, biochemical, TR-FRET, human UHRF1, single concentration; 0.75% of 370,000 active; AID 687016, 2013; inhibition, % at 4.4 µM; E3 ubiquitin-protein ligase UHRF1 (Homo sapiens), Q96T88; UHRF1 binding to methylated oligo; in the data active means inhibition above about 21%;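 further: UHRF1 SRA domain binding a hemimethylated CpG hairpin DNA probe; 0% = median of test compound wells and 100% = reference inhibitor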
rCAG RNA binder: binders of r(CAG) RNA repeats, primary screen, biochemical, fluorescence | r(CAG) RNA repeat, TO-PRO-1 dye displacement fluorescence | inhibition, % at 3 µM | 1.3% of 370,000 active | AID 651821, 2012;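 active means inhibition above the plate cutoff, the mean of all test compounds on that plate plus 3 SD, cut at about 35% in these data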;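 further: 0% = DMSO alone and 100% = 100 µM mitoxantrone as full dye displacement; higher means more dye released from RNA so lower well fluorescence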
The depositor's hits bear a star; / = no result given.

SMILES | SIAE primary | PRMT1 FP inh | HTRA1 inh | mABHD4 FP | TCR-CD3 inh | GC-B act | NPR1 activator | MBD2 DNA inh | UHRF1 binding | rCAG RNA binder
Cc1ccc(CN2CCN(Cc3ccc(-n4cccn4)cc3)CC2CCO)cc1 (stereo not given) | -1 | -2 | 8 | 3 | 2 | 1 | 2 | 1 | 10 | -9
O=C(c1cnc2n(c1=O)CCS2)N(C1CCCCC1)C1CCCCC1 | 4 | 1 | -3 | -3 | -7 | 2 | -5 | 6 | 3 | 0
O=C(CSc1nnc(CNc2ccc(Cl)cc2)o1)Nc1nc2ccccc2s1 | 12 | 19 | 10 | 13 | 4 | 1 | -2 | 1 | -2 | 10
O=C(c1ccco1)N1CCN(C(=O)C(Sc2ccccc2)c2ccccc2)CC1 (stereo not given) | 1 | -5 | -3 | -4 | 6 | 3 | 3 | 3 | -2 | -6
Cc1cc(C)nc(/N=C(\N)Nc2ccc(OCCC(C)C)cc2)n1 | -5 | 6 | 0 | -4 | -2 | -8 | -15 | 3 | 11 | 20
Cc1ccc(CN(C)C(=O)CCNC(=O)c2ccc(Cl)cc2)o1 | -1 | 3 | -3 | 6 | 6 | 6 | -2 | -3 | 1 | 0
COc1ccccc1NC(=O)c1ccc(S(=O)(=O)N2CCCC2)cc1 | 10 | -2 | -5 | 5 | -9 | 0 | -1 | 4 | 1 | 2
O=C(NC(=S)Nc1ccc(F)c(Cl)c1)C1CC1 | 10 | -1 | 8 | -3 | -5 | -1 | 6 | -2 | -1 | -5
COc1ccc(NC(C)=O)cc1S(=O)(=O)N(C)Cc1c(C)nn(-c2ccccc2)c1C | -5 | 2 | 3 | 0 | -5 | -4 | -1 | 1 | 0 | 2
CCn1ccc(C(=O)Nc2ccccc2SC)n1 | -7 | 3 | 5 | 7 | -3 | 0 | 5 | 3 | 3 | 4
COc1ccc(NC(=S)NCCN2CCC(C)CC2)cc1 | 1 | -2 | -20 | 2 | 0 | 4 | -4 | 4 | 0 | 1
Cc1cccc(Cc2c(C)[nH]c(=O)c(C#N)c2C)c1 | 2 | -2 | 4 | -1 | 4 | -4 | 3 | 4 | 3 | -3
O=C(C[n+]1ccccc1)N1CCCc2ccccc21 | -4 | -5 | -5 | -1 | -1 | 0 | 1 | 3 | 3 | -1
O=C(NCC1CC1)c1ccc2sc([C@@H]3O[C@H](CO)[C@H](O)[C@H](O)[C@H]3O)nc2c1 | 0 | 0 | / | -2 | 3 | -1 | 2 | -6 | 1 | 3
CC(C)CN(CCNC(=O)CN1C(=O)COc2ccc(S(=O)(=O)N3CCC(C)CC3)cc21)CC(C)C | -6 | 0 | 0 | 5 | 3 | -6 | 1 | 3 | 13 | -1
COc1ccc(-c2cn3c(C)c(C(=O)N4CCN(c5ccccc5F)CC4)sc3n2)cc1 | -2 | 6 | -5 | 8 | -4 | -3 | 3 | -1 | 1 | 6
CCOc1ccccc1C1NC(=O)CCC1[N+](=O)[O-] (stereo not given) | -1 | -1 | 0 | -1 | 1 | 4 | -3 | -6 | -3 | -1
CCOc1ccc(NC(=O)CN(C)C(=O)c2cc(-c3ccncc3)nc3ccccc23)cc1OCC | 2 | -2 | -2 | 0 | 7 | 8 | 2 | -2 | -2 | -2
CCN1CCN(c2cc(C)c3cc(NC(=S)NCCCN4CCc5ccccc5C4)ccc3n2)CC1 | 1 | -3 | 5 | 4 | 0 | 0 | -3 | 8 | 2 | -3
CC(C)Cc1nnc(NC(=O)c2ccc([N+](=O)[O-])cc2)s1 | 10 | -1 | -2 | 3 | 1 | -5 | -8 | -6 | 1 | 1

Part of the list above with just TCR-CD3 inh.
| SMILES | TCR-CD3 inh |
| --- | --- |
| CCOc1ccc(NC(=O)CN(C)C(=O)c2cc(-c3ccncc3)nc3ccccc23)cc1OCC | 7 |
| CCN1CCN(c2cc(C)c3cc(NC(=S)NCCCN4CCc5ccccc5C4)ccc3n2)CC1 | 0 |

Back to the main list with the 2 entries that preceded the break.
SMILES | SIAE primary | PRMT1 FP inh | HTRA1 inh | mABHD4 FP | TCR-CD3 inh | GC-B act | NPR1 activator | MBD2 DNA inh | UHRF1 binding | rCAG RNA binder
CCN1CCN(c2cc(C)c3cc(NC(=S)NCCCN4CCc5ccccc5C4)ccc3n2)CC1 | 1 | -3 | 5 | 4 | 0 | 0 | -3 | 8 | 2 | -3
CC(C)Cc1nnc(NC(=O)c2ccc([N+](=O)[O-])cc2)s1 | 10 | -1 | -2 | 3 | 1 | -5 | -8 | -6 | 1 | 1
CCCNC(=O)c1ccc(N2CCC3(CC2)CC(c2ccccc2)=NO3)c(NC(=O)c2cccc(C)c2)c1 | -8 | 0 | -35 | 0 | 7 | 2 | 0 | -5 | -1 | 6
O=C(NC1CCCC1)c1cc(S(=O)(=O)N2CCOCC2)c(Cl)cc1Cl | -2 | -3 | -9 | 1 | 5 | -2 | -4 | 4 | -1 | -5
O=S(c1ccccc1)c1ccccc1 | 11 | -1 | 5 | 0 | -6 | 6 | -1 | -6 | -3 | -1
Cc1c(C(=O)NN)[nH]c2ccc([N+](=O)[O-])cc12 | -26 | -3 | / | -2 | -1 | -3 | -3 | -1 | -8 | 18
CCN(CC)c1ccc(NC(=O)CSc2nc3ccccc3c(=O)n2-c2ccc(C)cc2)cc1 | 8 | -3 | / | 9 | / | 7 | -1 | -5 | 0 | 13
Cc1ccc(S(=O)(=O)N2CCN(C(=O)COc3ccc(C)nc3[N+](=O)[O-])CC2)c(C)c1 | 0 | 1 | 8 | -1 | -6 | -1 | -1 | 4 | -1 | -3
COc1ccc(-c2cc(C(F)(F)F)n3ncc(C(=O)N4CCCCC4c4cccnc4)c3n2)cc1 (stereo not given) | 5 | -1 | -2 | 4 | 1 | 1 | -9 | 0 | 0 | -5
O=C(O)c1ccc2c(c1)OCCCO2 | 3 | 0 | 9 | 4 | 3 | 0 | -5 | 1 | -2 | 4
Cc1ccc(OC(=O)C23CC4CC(CC(C4)C2)C3)c(C)n1 | -2 | 1 | -4 | 4 | 0 | 2 | 2 | 0 | 4 | -5
O=C(Nc1cccc(OCC(=O)N2CCOCC2)c1)c1cccc([N+](=O)[O-])c1 | -1 | -2 | -4 | 2 | 1 | -4 | 4 | -3 | 34* | -4
CCCCCCCCCOC1OC(CO)C(O)C(O)C1NC(C)=O (stereo not given) | 0 | -2 | -3 | 8 | 4 | -2 | 5 | 1 | 53* | -1
Cc1ccc(S(=O)(=O)N2[C@@H](c3ccc(Br)cc3)C(C(=O)O)=CC[C@H]2c2ccc(Cl)c(Cl)c2)cc1 | -27 | 6 | -108 | -10 | -7 | 3 | -1 | -3 | 1 | 87*
COc1ccc(OC)c(S(=O)(=O)N2CCC(C(=O)NCc3ccccn3)CC2)c1 | -12 | 4 | 1 | 5 | 1 | 3 | 2 | -2 | 0 | -1
CSc1nccc(Nc2ccccc2)c1C#N | -3 | 0 | -7 | -4 | 11 | -3 | 1 | 3 | 0 | 0
O=C(CC(c1ccc(F)cc1)c1ccco1)N1CCOCC1 (stereo not given) | 8 | 1 | -3 | 0 | 4 | 0 | 1 | 1 | -1 | 2
C=CCc1c(C)nc2ccc(C(=O)OCC)cc2c1Cl | -1 | 1 | -4 | -1 | -5 | -1 | -6 | -4 | 2 | 1
CCC(N=c1cc(-c2ccc(OC)cc2)oc2ccc(C)cc12)C(=O)O (stereo not given) | 6 | -1 | -2 | -1 | 3 | -1 | 2 | 4 | -8 | 3
Cc1cnc(NC(=O)[C@H](C)N2C(=O)C3CCCCC3C2=O)s1 (stereo not given in full) | 0 | 0 | -4 | 2 | 0 | 7 | 2 | 3 | 1 | -2
FC(F)(F)c1cnc(N2CCN(C(=S)NCc3ccccc3)CC2)c(Cl)c1 | -1 | 5 | -36 | -22 | 2 | 1 | 5 | -4 | -1 | -5
CCOC(=O)C1CCN(c2ncnc3c2oc2ccc(Cl)cc23)CC1 | -3 | -2 | -24 | -9 | 1 | 0 | 0 | -5 | 0 | 1
CC(C)(C)c1nnc(NC(=O)CCC2CCCCC2)s1 | -4 | 0 | 3 | -4 | -2 | 5 | 5 | 3 | 3 | 1
CCCCN1C=C(C(=O)OC)C(c2ccccc2Cl)C(C(=O)OC)=C1 | -2 | 2 | -18 | -2 | -1 | -2 | -5 | 1 | 8 | -3
COc1cccc(NC2=NCC(=O)N2Cc2cccs2)c1 | 5 | 3 | -1 | -4 | 1 | -4 | 2 | 1 | 1 | -4
Clc1ccc(CSc2nnc(-c3ccncc3)o2)cc1 | 4 | -1 | -1 | -1 | -6 | -11 | -7 | 3 | -5 | -4
Cc1cc2cc(CNC(=O)CCC(=O)O)ccc2n1C | -5 | 2 | 5 | 11 | 10 | 1 | 2 | -4 | -1 | 3
CCOC(=O)[C@]12CCCC=C1N(Cc1cccc3ccccc13)C(=O)[C@H](CC(=O)NCCc1ccccc1OC)C2 | 53* | 6 | / | -28 | -8 | 5 | -3 | 5 | 3 | 12
CCOc1ccc(CN2CCN(c3ncnc4scc(-c5ccccc5)c34)CC2)cc1 | -9 | 0 | -4 | -2 | -3 | -4 | -4 | 2 | 1 | -1
COc1ccc(-n2ncc3c(=O)n(CC(=O)OCc4ccccc4)cnc32)cc1 | 1 | -3 | -7 | -2 | 5 | 5 | 8 | 2 | 0 | 2
CNC(=O)c1c2c(nc3ccc(Br)cc13)CCCC2 | -3 | 0 | -8 | -5 | 7 | -5 | 8 | 1 | -4 | -2
c1ccc(CCc2ccncc2)cc1 | 0 | 0 | 6 | -1 | 5 | 4 | 2 | -5 | 1 | -2
CCn1c(CCCOc2ccc(Cl)cc2Cl)nnc1SCC(=O)Nc1cc(F)ccc1C | 3 | 8 | -37 | -10 | 3 | 2 | -5 | 3 | 3 | 3
CC(C)(CNC(=O)c1ccc(Cl)c(S(=O)(=O)N2CCc3ccccc3C2)c1)N1CCOCC1 | 2 | 0 | -5 | 0 | 5 | 0 | 4 | -5 | 0 | -4
COc1cc(Br)ccc1C1CC(=O)C(C)C(c2ccc(Br)cc2OC)N1 (stereo not given) | -15 | 4 | -25 | -22 | 2 | 3 | 0 | 2 | -1 | 6
Cc1cccc(C)c1NC(=O)C1(C)CCC(=O)N1CCCn1ccnc1 (stereo not given) | 3 | -2 | / | -1 | 4 | -6 | 5 | -4 | 0 | 2
O=C(O)c1nc2ccccc2nc1C(=O)O | -6 | 1 | 4 | 4 | 3 | 7 | 1 | -1 | 0 | 0
Cc1cccc2nc(CSc3nc4ccc([N+](=O)[O-])cc4[nH]3)c(Br)n12 | -3 | 14 | -28 | 1 | 7 | 6 | 8 | -2 | -3 | 18
COCCN(Cc1ccccc1)P(=O)(O)c1ccccc1OCC(=O)O | -1 | -1 | -1 | 2 | 6 | 9 | 4 | -1 | 0 | 1

Bioassay records from PubChem.

Only part of the results is shown; the hit share may differ from the screen's.
